# IDE cell inh: inhibits human insulin-degrading enzyme in HEK cells; AID 434962; P14735; 0.41% of 320,000 active; inhibition, % at 5.59 µM; FAbetaB cleavage, fluorescence polarization;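 active = percent inhibition above the average of all tested compounds plus 3 SD, set per screening campaign, cut at about 16% in these data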;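 also: IDE supplied by intact live HEK cells; FP after avidin binding of uncleaved biotin substrate so inhibition keeps polarization high; 0% = DMSO wells and 100% = 60 µM reference IDE inhibitor Ii1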
# VIM-2 inhibitor: inhibitors of Pseudomonas aeruginosa VIM-2 metallo-beta-lactamase. 0.89% of 290,000 active. inhibition, % at 5.6 µM. AID 1527. purified VIM-2, nitrocefin hydrolysis, epi-absorbance fluorescence;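 active = inhibition above the mean of all tested compounds plus 3 SD, cutoff set per screening run, cut at about 7.5% in these data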;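 also: red hydrolysis product quenches plate fluorescence so inhibitors raise well fluorescence; 0% = enzyme with DMSO and 100% = DMSO without enzyme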
# NS3 helicase inh: inhibitors of Hepatitis C virus NS3 helicase. 0.56% of 290,000 active. inhibition, % at 10.9 µM. AID 1800. NS3 helicase DNA unwinding, Cy5 molecular beacon fluorescence;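 active = inhibition above the mean of all tested compounds plus 3 SD, set per campaign, cut at about 35% in these data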;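 also: 0% = DMSO wells and 100% = thioflavine S control wells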
#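 Test system: hepatitis C virus NS3 helicase domain fragment enzyme. Also added: annealed dual-labelled DNA beacon duplex, ATP-started. Timing: 60 min unwinding reaction at 25 °C after ATP addition. Technique: Cy5 fluorescence. Measure: % inhibition of unwinding.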
# M18AAP inhibitor: PfM18AAP enzyme inhibition | recombinant PfM18AAP, H-Glu-NHMec fluorogenic cleavage | inhibition, % at 7.35 µM | 1.2% of 290,000 active | AID 1822;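 active = inhibition above the campaign mean inhibition over all tested compounds plus 3 SD, cut at about 28% in these data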;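 also: 0% = plate median of test compound wells and 100% = 2 mM ZnCl2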
# SUMO HTRF inh: inhibitors of human SUMOylation (UBC9); inhibition, % at 35 µM; 0.36% of 290,000 active; P63279; HTRF SUMOylation assay, SAE1/SAE2 + UBC9, in vitro; in the data active = inhibition above about 50%, passing the limit was not always enough; also: strong numbers were not always called active
# IMP-1 inhibitor: inhibitors of Pseudomonas aeruginosa IMP-1 metallo-beta-lactamase; purified IMP-1, nitrocefin hydrolysis, epi-absorbance fluorescence; inhibition, % at 5.6 µM; 0.45% of 290,000 active; AID 1556;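 active = inhibition above the mean plus 3 SD of all compounds in the same screening run, cut at about 4.5% in these data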;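 also: 0% = IMP-1 with DMSO and 100% = DMSO wells lacking enzyme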
#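 System: purified recombinant IMP-1 beta-lactamase. Medium: Zinc- and detergent-supplemented HEPES buffer, pH 7.1. Compound: one 5.6 µM dose […]. Schedule: 15 min preincubation plus 25 min reaction at 25 °C. Technique: Epi-absorbance fluorescence, 480 nm excitation, 530 nm emission.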
# pCIP destab: lowers stability of the mouse p/CIP coactivator protein; Q05BA5; F442A p/CIP-EGFP cells, EGFP fluorescence, 16 h; decrease of EGFP signal, % at 10 µM; 0.01% of 290,000 active; AID 1984;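 active = EGFP signal decrease of at least 30% at 10 µM or well 3 SD below plate mean, unless failing retest; inactive = the rest, including hits failing retest or dose response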; also: some compounds called inactive have numbers as strong as hits; many of its hits are not listed in these tables
# Target sequence (Q05BA5 1-1403): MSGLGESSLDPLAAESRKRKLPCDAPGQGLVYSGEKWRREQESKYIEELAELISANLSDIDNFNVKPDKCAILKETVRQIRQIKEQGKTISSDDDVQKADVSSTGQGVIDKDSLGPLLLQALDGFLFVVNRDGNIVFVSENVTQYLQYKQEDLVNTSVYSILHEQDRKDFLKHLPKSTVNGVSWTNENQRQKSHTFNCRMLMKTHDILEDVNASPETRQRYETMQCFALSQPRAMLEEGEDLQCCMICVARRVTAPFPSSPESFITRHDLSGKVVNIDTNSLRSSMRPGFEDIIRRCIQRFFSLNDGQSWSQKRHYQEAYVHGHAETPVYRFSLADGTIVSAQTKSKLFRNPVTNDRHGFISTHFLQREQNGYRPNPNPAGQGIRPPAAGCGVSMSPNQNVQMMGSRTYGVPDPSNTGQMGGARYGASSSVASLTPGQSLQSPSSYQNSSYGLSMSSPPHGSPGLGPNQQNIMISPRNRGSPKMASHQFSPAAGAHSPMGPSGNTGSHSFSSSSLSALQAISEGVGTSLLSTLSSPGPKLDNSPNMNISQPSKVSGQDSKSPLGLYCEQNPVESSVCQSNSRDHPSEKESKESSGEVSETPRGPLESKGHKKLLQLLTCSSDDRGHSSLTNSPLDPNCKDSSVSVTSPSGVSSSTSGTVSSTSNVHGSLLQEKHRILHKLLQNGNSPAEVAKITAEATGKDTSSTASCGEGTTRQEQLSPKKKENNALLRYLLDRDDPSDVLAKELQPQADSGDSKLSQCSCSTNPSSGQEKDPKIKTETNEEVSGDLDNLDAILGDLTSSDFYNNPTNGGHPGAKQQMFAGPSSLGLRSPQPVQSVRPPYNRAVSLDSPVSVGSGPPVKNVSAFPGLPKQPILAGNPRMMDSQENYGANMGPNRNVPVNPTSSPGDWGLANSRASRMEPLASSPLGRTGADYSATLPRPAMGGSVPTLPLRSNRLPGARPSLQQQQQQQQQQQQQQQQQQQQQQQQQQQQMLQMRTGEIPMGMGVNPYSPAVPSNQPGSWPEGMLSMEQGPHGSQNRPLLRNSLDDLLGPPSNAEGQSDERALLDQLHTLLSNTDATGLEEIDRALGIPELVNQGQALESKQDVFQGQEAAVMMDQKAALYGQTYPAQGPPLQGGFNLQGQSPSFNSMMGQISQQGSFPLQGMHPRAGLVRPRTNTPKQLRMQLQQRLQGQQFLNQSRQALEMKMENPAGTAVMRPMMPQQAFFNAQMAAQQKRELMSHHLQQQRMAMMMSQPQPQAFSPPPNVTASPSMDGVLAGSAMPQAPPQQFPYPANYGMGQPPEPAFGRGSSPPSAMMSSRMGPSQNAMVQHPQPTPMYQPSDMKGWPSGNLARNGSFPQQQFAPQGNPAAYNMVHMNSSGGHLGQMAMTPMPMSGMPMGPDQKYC
# FID counter: counter-screen for HCV NS3 helicase inhibitors: DNA intercalator displacement; DNA fluorescent intercalator displacement, fluorescence; inhibition, % at 7.9 µM; 0.17% of 290,000 active; AID 1845; in the data active = inhibition above about 37%;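 also: 0% = vehicle and 100% = reference compound; higher means more ethidium bromide displaced from hairpin DNA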
# IDE act: activators of human insulin-degrading enzyme in cells. P14735. HEK cells, FAbeta-B cleavage, fluorescence polarization; 0% vehicle, 100% cell-free pure enzyme wells. activation, % at 5.96 µM. 0.073% of 340,000 active. AID 493087;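 active = activation above the mean of all tested compounds plus 3 SD, set per screening campaign, cut at about 17% in these data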
# Starred values were filed as active, the others as inactive; . = no result given.
# Preview, two compounds:
# The line under a structure holds: IDE cell inh	VIM-2 inhibitor	NS3 helicase inh	M18AAP inhibitor	SUMO HTRF inh	IMP-1 inhibitor	pCIP destab	FID counter	IDE act
Cc1cc(OCC(=O)Nc2ccc(S(=O)(=O)N3CCN(C)CC3)cc2)cc(C)c1Cl
 : -1	1.6	-26	3	-10	-2.6	-2	-3	6
COc1ccc2cc(C(c3nnnn3Cc3ccc(F)cc3)N3CCCCCC3)c(=O)[nH]c2c1 (stereo unspecified)
 : 3	-1.9	-8	11	7	-2.4	-11	-2	-8

# The listing (from the top)
# The line under a structure holds: IDE cell inh	VIM-2 inhibitor	NS3 helicase inh	M18AAP inhibitor	SUMO HTRF inh	IMP-1 inhibitor	pCIP destab	FID counter	IDE act
Cc1cc(OCC(=O)Nc2ccc(S(=O)(=O)N3CCN(C)CC3)cc2)cc(C)c1Cl
 : -1	1.6	-26	3	-10	-2.6	-2	-3	6
COc1ccc2cc(C(c3nnnn3Cc3ccc(F)cc3)N3CCCCCC3)c(=O)[nH]c2c1 (stereo unspecified)
 : 3	-1.9	-8	11	7	-2.4	-11	-2	-8
CCC(C(=O)NCCCN1CCN(C)CC1)n1nc(C)c2sc3ccccc3c2c1=O (stereo unspecified)
 : 8	0.2	-1	-3	14	-3.4	2	25	-4
CCC1CCCCN1c1nc(-c2cccc(OC)c2O)nc2ccccc12 (stereo unspecified)
 : 3	-2.6	-2	6	4	-2.4	0	-1	8
CCOc1ccc(CCNC(=O)C2CCCN(c3nn4c(=O)cc(C)nc4s3)C2)cc1OCC (stereo unspecified)
 : 4	-4.6	0	7	19	-4.1	1	-33	1
Cc1cc(N2CCN(S(=O)(=O)c3ccccc3)CC2)nc2c(C)cccc12
 : -6	-2.2	-10	-5	-9	-2.7	5	-14	3
CCOC(=O)CN(C(=O)COc1nc(-c2ccccc2)cc(C)c1C#N)c1ccccc1
 : 2	-2.5	9	1	-1	-1.9	-12	-2	2
Cc1ccc(-c2nnn(CC(=O)N(c3cccc(F)c3)C(C(=O)NC3CCCC3)c3ccco3)n2)o1 (stereo unspecified)
 : -1	-3.6	6	-3	43	-3.1	-1	2	6
Cc1cc(C)cc(C(=O)NC(CC(N)=O)c2ccc(NCC3CC3)c([N+](=O)[O-])c2)c1 (stereo unspecified)
 : 3	-2.0	12	-3	7	-3.0	-14	-14	-6
O=C(Cc1ccc([N+](=O)[O-])cc1)NCc1ccccn1
 : 3	-1.3	-1	-2	5	-3.0	0	4	2
COC(=O)Cn1c(=O)c2c(nc3n2CCCN3Cc2ccccc2)n(C)c1=O
 : 2	0.1	-11	5	4	-3.5	-2	-26	3
CN1CCC(=NNC(=O)c2ccc(N(Cc3ccccc3Cl)S(C)(=O)=O)cc2)CC1
 : 10	-4.6	-7	0	-4	-1.3	-8	-11	4
Cc1cccc(NC(=S)N2CCCC2)c1
 : -6	0.3	-7	-15	17	-2.1	-8	-3	6
Nc1nc(SCC(=O)NC2CCCCC2)[nH]c(=O)c1-c1ccccc1
 : 7	-4.6	-2	3	27	-3.8	0	-3	-2
N/C(=N\c1nc2c(c(=O)[nH]1)CCC2)Nc1ccccc1C(F)(F)F
 : 0	-1.4	2	-2	7	-2.5	-9	-3	0
COc1ccc(Nc2oc(-c3cccs3)nc2C#N)cc1
 : 1	-0.5	0	4	-8	-1.6	14	3	1
CCOC(=O)C1CCN(C(=O)Cn2c(=O)oc3cc(S(=O)(=O)N4CCCC4)ccc32)CC1
 : 2	0.7	9	2	3	-1.9	-4	-25	1
CCOC(=O)N1CCN(CCC(=O)Nc2cc(C)ccc2C)CC1
 : -6	1.1	7	-2	14	-1.0	-8	-9	0
COc1ccc(NC(=O)Cn2c(=O)n(CCC(=O)NCC3CCCO3)c(=O)c3cc(OC)c(OC)cc32)cc1 (stereo unspecified)
 : 4	-0.6	-11	-5	2	-1.7	-5	-31	8
O=C(NC(Cc1ccccc1)C(=O)O)c1ccco1 (stereo unspecified)
 : 7	-3.9	4	4	10	-2.7	-8	2	1
Cc1sc(N/N=C/c2cc([N+](=O)[O-])ccc2O)nc1-c1ccccc1
 : 0	-4.0	24	-13	12	-3.4	9	-2	5
CC(OC(=O)c1ccc2ccccc2n1)C(=O)c1ccccc1 (stereo unspecified)
 : -5	-4.3	6	1	17	-4.8	-9	-4	4
CC(=O)NC(c1ccc(C(C)C)cc1)c1ccc2cccnc2c1O (stereo unspecified)
 : 1	-3.2	25	8	56*	-3.0	3	-33	1
Cn1c(=O)n(CC(=O)N2CCOCC2)c2ccccc21
 : -1	-0.1	10	-15	2	-5.3	-6	-1	-3
CCC1(C)Cc2ccccc2-c2nc(NCCO)[nH]c(=O)c21 (stereo unspecified)
 : 2	-1.1	-6	-3	42	-1.6	-18	-18	3
Cc1ccc(Nc2cc(C)nc(N3CCOCC3)n2)c(C)c1
 : 1	-0.4	8	2	8	-3.3	-7	-1	3
CCc1c(C)sc(NC(=O)c2cc(-c3ccco3)on2)c1C#N
 : 1	0.3	-3	-15	14	-1.3	-3	-1	-2
COc1ccc(-n2nc3c(c2NC(=O)CC(C)C)CS(=O)C3)cc1 (stereo unspecified)
 : -3	1.7	5	-15	9	1.2	-7	-5	3
O=C(c1ccco1)N1CCN(Cc2nnnn2CC2CCCO2)CC1 (stereo unspecified)
 : 3	-4.5	30	-4	10	1.2	-5	4	1
COc1cccc(CNC(=O)C2CCN(S(=O)(=O)c3cccc4nonc34)CC2)c1
 : 0	0.9	-2	-3	13	0.5	-9	-10	3
CCCNc1[nH]c(=O)n(C)c(=O)c1N=O
 : 1	-2.0	3	10	-2	-3.0	-16	4	1
CCOc1ccc(N/C=C/C(=O)c2ccc(OC)cc2)c([N+](=O)[O-])c1
 : -4	2.2	1	-6	-1	-0.8	-13	2	3
COc1ccc(-c2c(-c3ccc(O)cc3O)n[nH]c2C)cc1OC
 : 7	-4.3	1	7	20	-4.7	-4	-5	2
CCN(CC)S(=O)(=O)c1cccc(NC(=O)CCSc2ccc(Cl)cc2)c1
 : 6	-0.1	-2	2	-16	-2.1	-4	-4	-4
Cc1ccccc1-n1nnnc1-c1ccccc1
 : 2	-1.9	8	-1	22	-4.2	-3	-6	-1
CCc1nc(SCC(=O)Nc2cc(C)on2)c2c(C)c(C)sc2n1
 : 1	-1.4	-1	9	-17	-0.8	8	4	10
CCCCOP(=O)(c1ccc(N(C)C)cc1)C(O)c1ccc(C(C)C)cc1 (stereo unspecified)
 : 1	-3.5	-12	7	-8	-3.7	-3	-45	0
Cc1ccc2c(c1)N(CC(=O)c1cccc(Cl)c1)C(=O)C(C)O2 (stereo unspecified)
 : 1	-2.6	-3	-1	16	-4.7	-6	-3	-3
C=CCSc1nnc(CCCCCN2C(=O)c3cccc4cccc(c34)C2=O)o1
 : 2	-1.8	-7	-2	-7	-2.4	0	0	3
Cc1ccc(NCC(=O)N=Nc2c(O)n(C)c3ccccc23)cc1
 : -2	-0.6	-6	14	6	-3.6	-2	-6	5
Brc1ccc(-c2nnc3c4ccccc4nc(N4CCOCC4)n23)cc1
 : 10	-1.5	-1	5	-19	-3.8	-9	-2	0
COc1cccc(NC(=O)C2CCN(S(=O)(=O)c3ccc4c(c3)OCCO4)CC2)c1
 : 4	-1.8	-3	5	-1	-0.1	5	-18	1
Cc1ccc(N(C(=O)c2ccc3c(c2)OCO3)C2C=CS(=O)(=O)C2)cc1 (stereo unspecified)
 : 3	-2.9	-11	1	-3	-2.8	4	-9	5
CCOC(=O)Cc1csc(NC(=O)COc2ccc(OC)cc2)n1
 : 5	-2.7	-10	3	20	-2.8	-12	-16	-4
CCN(CC)CCn1c(=S)[nH]c2cc(C(=O)NCc3ccc(C)cc3)ccc2c1=O
 : 4	-3.6	-9	-4	2	-1.8	9	7	4
CCc1ccc(NC(=O)C/C(C)=N/NC(=O)OCc2ccc(OC)cc2)cc1
 : 2	-1.5	5	4	2	-3.8	2	-17	7
COc1ccc(NC(=O)c2ccco2)cc1N
 : -7	-0.1	0	14	28	-3.8	-9	1	1
O=C(/C=C/c1ccc(OCCCF)cc1)N1CCOCC1
 : 7	-0.7	5	-4	-11	-3.4	9	-13	0
CCCCCC(=O)NC(=S)Nc1ccc(N2CCCCC2)c(Cl)c1
 : 6	-1.0	-2	-11	8	-2.8	0	-2	7
COc1ccccc1/C=N/NC(=O)CNC(=O)c1ccc(S(=O)(=O)N2CCCC2)cc1
 : -5	-0.3	-8	-11	-2	-3.9	4	-10	4
O=C(c1ccccc1)C1CN(Cc2ccccc2)CCC1(O)c1ccccc1 (stereo unspecified)
 : 9	-3.0	10	-1	-14	-0.8	-7	0	-4
Cc1cccc(C)c1Oc1nc(-c2ccccc2)ncc1S(=O)(=O)c1ccccc1
 : 2	-1.7	2	-14	0	-0.4	-20	-2	-2
c1ccc2c(c1)[nH]c1c(N3CCSCC3)ncnc12
 : 11	-1.5	2	-8	.	-2.3	.	0	-10
O=C(O)CN(c1ccccc1F)S(=O)(=O)c1ccccc1
 : 0	-4.9	-2	-4	14	-5.3	-9	8	1
Cc1cc(C(F)(F)F)nn2cnnc12
 : 0	-3.1	7	-7	14	-1.7	-8	-1	0
Nc1nc(SCC(=O)Nc2cccnc2Cl)n[nH]1
 : -3	-0.6	10	-3	26	-1.6	-7	0	-3
COc1ccccc1-c1cc(C(F)(F)F)nc(S(=O)(=O)CCCC(=O)NCc2ccc(F)cc2)n1
 : 2	-2.2	4	-2	3	-2.1	-7	-2	1
O=C(O)c1ccc2c(c1)OCCCO2
 : 5	0.9	2	-3	-23	-0.8	6	2	0
C(#Cc1ccccc1)C[N+]1(CC#Cc2cccc3ccccc23)CCOCC1
 : .	-3.3	-60	2	-2	-1.4	-30	31	-6
Cc1ccc(NC(=O)c2sc3ncn(CC(=O)N4CCN(c5ccccn5)CC4)c(=O)c3c2C)cc1F
 : 2	-1.3	-24	6	13	-1.6	-8	-32	-4

# Going on with the list.
# The line under a structure holds: IDE cell inh	VIM-2 inhibitor	NS3 helicase inh	M18AAP inhibitor	SUMO HTRF inh	IMP-1 inhibitor	pCIP destab	FID counter	IDE act
CN(C(=O)CCc1nnc(-c2ccc(-c3ccccc3)cc2)o1)C1CCOCC1
 : 1	-1.8	-5	-3	6	-2.0	9	-43	-10
COC(=O)C(NS(=O)(=O)c1ccccc1Cl)c1ccccc1 (stereo unspecified)
 : 4	-2.0	6	-16	6	-2.9	-14	-6	-4
CC(=O)Nc1ccc(NC(=O)C2CC(=O)N(c3ccc(Cl)cc3)C2)cc1 (stereo unspecified)
 : -3	-1.1	1	-3	14	-1.4	-1	-17	-2
COC(=O)C(C)Sc1nnc(Cc2cc(=O)[nH]c(=O)[nH]2)n1-c1ccc(Cl)cc1 (stereo unspecified)
 : 2	-4.4	1	-5	18	-4.4	-14	-12	-2
Cc1cc(C)c(S(C)(=O)=O)c(S(=O)c2ccc(Cl)cc2)n1 (stereo unspecified)
 : 3	0.5	-1	-1	10	-2.8	-6	-7	-3
O=C(c1ccco1)N1CCN(C(=S)Nc2cc(F)cc(F)c2)CC1
 : -2	-1.0	-6	-9	11	-0.1	-10	-3	5
CCOc1ccc(NCCC(=O)c2ccc3c(c2)OCO3)cc1
 : -2	-2.3	4	0	0	-3.6	-6	-3	-7

# High-throughput results deposited in PubChem by several laboratories.

# Outcome played no part in choosing rows; about 3.6% have a hit in one of these screens.
